Screening data: PubChem, Broad Institute
SIRT5 inh = inhibitors of human sirtuin-5 desuccinylase; Purified SirT5, succinyl-peptide AMC, trypsin-coupled fluorescence; inhibition, % at 15 µM; 330,000 tested, 1.1% active; AID 652115; in the data active = inhibition above about 15%; inconclusive = no clear call, values can overlap the other calls
Target sequence (Q9NXA8 whole entry, looked up): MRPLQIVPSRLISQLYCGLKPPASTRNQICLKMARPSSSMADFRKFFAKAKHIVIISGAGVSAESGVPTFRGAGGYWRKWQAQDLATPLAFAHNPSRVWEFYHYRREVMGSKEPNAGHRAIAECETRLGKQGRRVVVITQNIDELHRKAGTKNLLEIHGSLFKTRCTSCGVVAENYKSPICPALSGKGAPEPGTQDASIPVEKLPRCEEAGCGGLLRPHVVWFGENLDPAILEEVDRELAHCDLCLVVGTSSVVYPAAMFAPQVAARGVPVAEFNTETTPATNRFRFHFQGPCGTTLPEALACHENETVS
Casp6 inh = blocks human caspase-6 cleavage activity. P55212. purified caspase-6, Z-VEID-R110 cleavage fluorescence. inhibition, % at 12.5 µM. 350,000 tested, 0.53% active. AID 686996;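 active = mean inhibition across replicates at least about 35%, with every replicate also reaching that limit, limit read from the data; inconclusive = only one of the two criteria met; inactive = neither criterion met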;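 note: 0% = median of neutral control wells and 100% = no fluorescence left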
Target sequence (P55212 24-179 limits assumed): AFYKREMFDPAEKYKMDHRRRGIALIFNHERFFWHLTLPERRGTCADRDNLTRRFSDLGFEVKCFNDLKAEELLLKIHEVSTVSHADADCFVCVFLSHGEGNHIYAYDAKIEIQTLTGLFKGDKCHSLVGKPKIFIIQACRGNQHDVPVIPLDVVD
Target sequence (P55212 194-293 limits assumed): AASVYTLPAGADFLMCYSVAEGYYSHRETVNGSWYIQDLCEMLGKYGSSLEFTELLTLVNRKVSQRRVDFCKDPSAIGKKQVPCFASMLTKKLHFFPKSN
FN deposition inh = fibronectin deposition inhibition; AH1F fibroblasts, Alexa488-fibronectin deposition fluorescence, overnight; inhibition, % at 12.6 µM; 350,000 tested, 0.086% active; AID 743247;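 active = mean inhibition across replicates of 30% or more, regardless of how many single replicates reach that level; inconclusive = mean under 30% yet at least half of replicates reach 30%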;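 note: positive control wells lacked labelled fibronectin entirely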
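Material: AH1F fibroblast monolayer depositing Alexa488-labelled fibronectin into matrix | Input: 10000 AH1F cells/well | Medium: DMEM plus 2% serum, read in PBS | Reagent: Alexa488-fibronectin, 24 nM final in well | Compound dosing: One dose per compound, pinned | Schedule: 1 h adhesion, overnight exposure | Measured by: Fluorescence at 485 nm excitation, 525 nm emission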
esBAF inh = inhibitors of esBAF chromatin remodeling in mouse ES cells; Bmi1-luciferase knock-in reporter, 24 h; 100% = twice the neutral-well signal; reporter increase, % at 12.5 µM; 350,000 tested, 2% active; AID 602393; in the data active = activation above about 40%; inconclusive = no clear call, values can overlap the other calls;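 note: 0% = median of the plate's neutral control wells and 100% = double that signal; a rise in the Bmi1 reporter signal indicates esBAF inhibition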
S100A4 inh HTS = S100A4-myosin IIA interaction inhibition | S100A4/TAMRA-MyoIIA peptide fluorescence polarization | inhibition, % at 10.7 µM | 360,000 tested, 0.14% active | AID 652163;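 active = mean inhibition of at least 70% across replicates, with every replicate also reaching that level; inconclusive = mean inhibition reaches 70% but some replicates fall short; inactive = mean inhibition below 70%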
Target sequence (P26447 whole entry, looked up): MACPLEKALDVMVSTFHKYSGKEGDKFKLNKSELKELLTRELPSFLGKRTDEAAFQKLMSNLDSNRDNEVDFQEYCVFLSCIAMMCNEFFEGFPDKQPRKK
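Test system – S100A4 monomer (human) · Compound – single-point compound testing · Schedule – 5 min incubation before reading · Probe or stimulus – TAMRA-labelled myosin IIA heavy-chain peptide probe, 5 nM · Benchmarks – neutral control DMSO, positive control TFP · Medium – Calcium-containing HEPES buffer, pH 7.2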
LGR2 inh = inhibitors of bursicon-induced Drosophila LGR2 receptor cAMP signaling | inhibition, % at 9.99 µM | 380,000 tested, 0.35% active | HEK293 LGR2, CRE-luciferase, bursicon-stimulated, 4 h;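 active = drop in luminescence signal, shown as inhibition above about 50% in the replicate tests, limit read from the data, passing the limit was not always enough; inconclusive = probably only some replicates passing the limit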;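 note: agonist challenge used bursicon conditioned medium at about half maximal strength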
C2C12 statin = protects C2C12 myotubes from simvastatin toxicity; ATP luminescence, 48 h; scaled: DMSO 0, geranylgeraniol control 100; rescue of ATP level, % at 7.49 µM; 330,000 tested, 0.78% active; AID 602340;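 active = mean ATP rescue above about 67%, or every replicate alone reaching that limit, limit read from the data, passing the limit was not always enough; inconclusive = no clear call, values can overlap the other calls; inactive = mean under the limit and some replicate under it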;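 note: myotubes were challenged with 10 µM simvastatin during compound exposure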
* marks the source's active call; other numbers are inactive results; u = inconclusive; x = no result given; & = joins results of further samples. Not all compounds are listed, so the mix of outcomes need not match the whole.

SMILES	SIRT5 inh	Casp6 inh	FN deposition inh	esBAF inh	S100A4 inh HTS	LGR2 inh	C2C12 statin
CC(NC(=O)COc1ccccc1)C1COc2ccccc2O1 (stereo not drawn)	x	x	-12	23	x	x	0
C[C@@H]1CCCCO[C@@H](CN(C)C(=O)Nc2ccc(F)cc2)[C@H](C)CN([C@@H](C)CO)C(=O)c2cc(NC(=O)c3ccncc3)ccc2O1	-1	-1	-5	6	4	6	x
CCOC(=O)c1c(C)[nH]c2c1-c1ccccc1C(=O)C2=O	-6	4	10	x	-12	46	x
Cc1cc(NC(=O)CSc2nc3c(C)ccc(C)c3cc2C#N)no1	-2	4	-1	2	-8	14	-2
CCOc1ccc(C(=O)NC2CC3CCCC(C2)N3Cc2ccccc2)cc1 (stereo not drawn)	-3	0	-3	0	10	2	-13
Cc1ccccc1NS(=O)(=O)c1ccc2c3c(cccc13)C(=O)N2C	4	5	1	-4	1	-15	1
COc1ccc(S(=O)(=O)Nc2cccc3c2O[C@H](CN(C)S(=O)(=O)c2ccc(Cl)cc2)[C@H](C)CN([C@@H](C)CO)C3=O)cc1	2	2	x	6	-38	-3	91*
COc1ccc2c3c([nH]c2c1)[C@@H](CO)N(C(=O)c1cccc(F)c1)CC31CN(C(C)=O)C1	3	0	x	x	-5	-7	x
CCCNC(=O)C(Cc1ccccc1C)NC(=O)c1ccc(C#N)cc1 (stereo not drawn)	1	-2	0	0	-6	17	-1
C[C@H]1CCCCO[C@H](CN(C)C(=O)Nc2ccc(F)cc2)[C@@H](C)CN([C@@H](C)CO)C(=O)c2cc(NC(=O)c3ccccc3)ccc2O1	13	-2	x	4	-6	-9	x
CC(C)Nc1ncnc2c1ncn2[C@H]1CN(Cc2ccc3c(c2)OCO3)C[C@@H](CO)O1	x	-2	13	-6	-1	-4	6
COc1ccc(C2=NN(C(=O)CCCC(=O)O)C(c3cccs3)C2)cc1OC (stereo not drawn)	-12	0	14	x	-2	1	x
CCCCCNC(=O)C(c1ccnc2ccccc12)n1c(=O)c(-c2cc3ccccc3[nH]2)nc2ccccc21 (stereo not drawn)	2	-3	1	x	2	10	x
Clc1ccc2nc(C3CCCCC3)c(Cc3ccsc3)n2c1	-2	-2	-3	10	7	-20	-1
C[C@@H]1CCCCO[C@@H](CN(C)CC2CC2)[C@H](C)CN([C@H](C)CO)C(=O)c2cc(NS(=O)(=O)c3ccccc3)ccc2O1	-3	0	-15	4	3	13	x
O=C(c1cccnc1)N1CCN(C(=O)c2cccc(Cl)c2)CC1	-1	-3	3	0	0	8	4
CO[C@H]1CN(C)C(=O)c2cc(NS(=O)(=O)c3ccc(C)cc3)ccc2OC[C@@H](C)N(C(=O)NC(C)C)C[C@@H]1C	2	-7	-7	-4	9	-7	6
CS(=O)(=O)N1CCC(C(=O)NCc2ccc(Cl)cc2Cl)CC1	0	-2	15	x	0	1	x
O=S(=O)(NCC[C@@H]1CC[C@@H](NS(=O)(=O)c2cccc(F)c2)[C@H](CO)O1)c1cccc(F)c1	3	1	x	x	-25	-12	x
Cc1cccc(-n2ncc(C#N)c2-n2cccc2)c1	x	x	9	-8	x	-2	2
COC(=O)[C@]1(C)N[C@H](c2ccc(SC3CCCCC3)cc2)[C@@H]2C(=O)N(C)C(=O)[C@@H]21	-1	-4	-2	5	-2	0	9
CCOC(=O)c1c(-c2ccc(Cl)cc2)csc1NC(=O)CNCc1ccco1	x	1	-10	4	1	23	0
Cc1noc(C)c1S(=O)(=O)Nc1cccc2c1O[C@@H](CN(C)CC1CC1)[C@@H](C)CN([C@H](C)CO)C2=O	-1	1	x	-1	4	-6	14
C[C@@H]1CN([C@H](C)CO)C(=O)c2cc(NS(=O)(=O)c3cn(C)cn3)ccc2O[C@@H]1CN(C)C(=O)Nc1ccccc1	-6	0	x	-1	-11	-5	x
O=C(C[C@@H]1C[C@H]2c3cc(NS(=O)(=O)c4ccc(F)cc4)ccc3O[C@H]2[C@H](CO)O1)N1CCc2ccccc2C1	3	-3	-9	11	5	-8	8
CC(=O)N1Cc2ccccc2CC1C(=O)OCC(=O)c1c(N)n(C)c(=O)n(C)c1=O (stereo not drawn)	0	7	0	-7	2	0	-19
COc1ccc(N2CCN(C(=O)COC(=O)c3cccc(OC)c3O)CC2)cc1	x	-1	4	9	-3	-13	1
CC(=O)N(C)C[C@@H]1Oc2ncc(C#Cc3cccnc3)cc2C(=O)N([C@H](C)CO)C[C@H]1C	0	4	-1	1	2	10	-11
COc1cccc(CNC(=O)C[C@@H]2CC[C@@H]3[C@@H](COc4ccc(NC(C)=O)cc4C(=O)N3C)O2)c1	x	x	-17	5	x	3	-5
CN(C)C(=O)c1ccc(-c2cccc(-c3nc(C(=O)NC4CCCC4)cc4c3[C@@H](CCO)N([S@](=O)C(C)(C)C)C4)c2)cc1	3	-3	17	2	-16	4	6
CC(=O)CC(c1ccc([N+](=O)[O-])cc1)c1c(O)c2ccccc2oc1=O (stereo not drawn)	1	2	-3	-1	-1	-8	15
CC(C)COCC1CC2(CC(C)(c3csc(N)n3)OC2=O)C(=O)O1 (stereo not drawn)	x	x	6	6&-8	-8	x	-4
NS(=O)(=O)c1cccc(NC(=O)CCCC2CCCCC2)c1	-6	-2	-30	11	-9	-27	7
O=C(/C=C/c1ccc(N2CCCCC2)c([N+](=O)[O-])c1)c1ccc(S(=O)(=O)N2CCCC2)cc1	9	2	5	x	-1	x	x
CS(=O)(=O)c1cccc(C(=O)Nc2ccc(-c3nc4ccccc4[nH]3)cc2)c1	-6	3	-9	15	-15	11	-71
Cc1[nH]nc2c1C(c1ccc(O)cc1)C1=C(CC(C)(C)CC1=O)N2 (stereo not drawn)	0	2	10	x	2	x	x
N#C[C@H]1[C@@H](c2ccc(C3=CCCC3)cc2)[C@H](CO)N1C(=O)c1cccc(F)c1	-1	0	-8	6	-6	1	-45
CCOC(=O)C1C(=O)NC(C(=O)OCC)(C(=O)OCC)C1C(C)CC (stereo not drawn)	-1	-2	-6	-4	-9	-9	6
CCCCC[C@@H]1C=C(C(=O)O)[C@H](c2ccc(Cl)c(Cl)c2)N1S(=O)(=O)c1ccc(C)cc1	8	29	-1	4	1	19	9
CCC1CCCCN1CCCNC(=O)CS(=O)Cc1nc(-c2ccc(OC)c(OC)c2)oc1C (stereo not drawn)	-2	-17	4	-9	-10	-3	-6
Cc1cc(C)c(C)c(S(=O)(=O)N2CCN(C(=O)c3ccc4c(=O)n5c(nc4c3)CCC5)CC2)c1C	-3	5	2	-1	-8	15	2
O=C(Cn1cc(S(=O)(=O)Cc2ccc([N+](=O)[O-])cc2)c2ccccc21)N1CCOCC1	-2	2	-3	x	0	16	x
CC(C)c1ccccc1OCC(=O)NN1C(=O)c2ccccc2C1=O	-3	1	1	-1	-6	x	1
O=[N+]([O-])c1ccccc1/C=N/Nc1nccnc1Cl	x	x	0	u	x	15	112*
Cc1ccc(S(=O)(=O)N2CCN(C(=O)CCNC(=O)c3ccccc3Cl)CC2)cc1	-2	0	-2	-5	2	-13	-27
Cc1ccc(SCC(=O)OC(C)C(=O)Nc2ccc(S(N)(=O)=O)cc2)cc1C (stereo not drawn)	1	3	2	26	5	-30	17
COc1ccc(OCCCC(=O)ON=C(N)c2ccccc2Cl)cc1	-2	20	3	-3	-7	6	-9
COCc1nnc(SCC(=O)NCc2ccccc2)n1-c1ccccc1	0	-2	x	-5	-2	20	-18
COc1cc(/C=N\Nc2nc(-c3ccc(C)cc3)c(NC(C)=O)s2)ccc1O	2	-5	-2	x	-3	-2	x
CO[C@@H]1CN(C)C(=O)c2cc(NC(=O)Cc3ccccc3)ccc2OC[C@H](C)NC[C@@H]1C	-9	x	-2	-2	1	-11	-2
Cc1nn(CC(=O)NCCCN2CC(C)CC(C)C2)c(=O)c2cccn12 (stereo not drawn)	-5	x	-14	-3	1	6	-13
O=C(c1cc2cc(Cl)ccc2[nH]1)N1CCN(Cc2ccc3c(c2)OCO3)CC1	1	-2	4	1	-3	14	3
CC(=O)Nc1ccc(OC(=O)c2ccc(Br)c([N+](=O)[O-])c2)cc1	-3	1	3	x	-4	-12	x
Cc1ccccc1CS(=O)(=O)c1nnc([C@H](CC(C)C)NC(=O)OC(C)(C)C)o1	-1	1	x	4	6	9	-43
CCOc1ncccc1C(=O)N1CCN(C(c2ccccc2)c2ccccc2)CC1	1	2	-4	x	-4	x	x
C[C@@H](O)C#Cc1ccc2c(c1)O[C@@H](CN(C)C(=O)Nc1ccccc1)[C@@H](C)CN([C@@H](C)CO)S2(=O)=O	-8	-4	5	2	0	0	34
CCc1ccc(NC(=O)CNC(=O)c2nn(-c3ccc(OC)cc3)c(=O)c3ccccc23)cc1	-11	1	4	1	2	0	-10
O=C(Nc1cccc(-c2nnc(-c3ccccc3)o2)c1)C1CC1	0	-3	1	37	3	x	-11
CC(C)(O)C#Cc1ccc(C(=O)N2CCN(c3ccccc3)CC2)cc1	-2	-5	-5	x	-51	x	x
CCOc1ccc(CN(C)C(=O)CCN2C(=O)c3ccccc3C2=O)cc1OC	-4	-3	-5	-1	1	-4	-11
Carrying on:
SMILES	SIRT5 inh	Casp6 inh	FN deposition inh	esBAF inh	S100A4 inh HTS	LGR2 inh	C2C12 statin
CC1(C2CC2)NC(=O)N(CC(=O)N2CCN(c3ccccc3)CC2)C1=O (stereo not drawn)	1	0	9	-4	14	-4	4
COc1cc(CN2CCC(n3nccc3NC(=O)CCCc3ccccc3)CC2)ccc1O	-6	-11	5	-9	-6	10	3
COc1ccc(C(=O)NC(C)CCc2ccccc2)cc1[N+](=O)[O-] (stereo not drawn)	-2	-3	-10	-3	-5	-5	-20
COc1ccccc1/C=N/NC(=O)CNC(=O)c1ccc(S(=O)(=O)N(C)C)cc1	7	2	-2	x	-6	11	x
CC(C)NC(=O)N(C)C[C@@H]1Oc2c(NC(=O)C3CCCCC3)cccc2C(=O)N([C@@H](C)CO)C[C@H]1C	-3	x	x	8	-17	-3	-1
C[C@@H]1CN([C@@H](C)CO)C(=O)Cc2cc(NS(=O)(=O)c3ccc(F)cc3)ccc2O[C@H]1CN(C)Cc1ccc(C(=O)Nc2ccccc2N)cc1	4	-4	x	x	-7	-10	x
C[C@H]1CN([C@@H](C)CO)C(=O)c2cc(C#CCN(C)C)cnc2O[C@@H]1CN(C)S(C)(=O)=O	-1	-4	-5	-1	-5	8	-6
COc1ccc(CN(C)C[C@@H]2Oc3ccc(NS(=O)(=O)c4ccc(Cl)cc4)cc3C(=O)N([C@H](C)CO)C[C@H]2C)cc1	3	1	-18	4	-73	10	33
Cc1ccc2[nH]c(=O)c(CN(CC3COCCO3)C(=O)Nc3ccccc3F)cc2c1 (stereo not drawn)	-1	8	2	x	-5	-4	x
CC1(C2CC2)NC(=O)N(CC(=O)Nc2ccccc2C#N)C1=O (stereo not drawn)	9	2	6	-8	26	-4	3

A draw from above in order of molecular weight, descending.
SMILES	SIRT5 inh	Casp6 inh	FN deposition inh	esBAF inh	S100A4 inh HTS	LGR2 inh	C2C12 statin
COc1ccc(CN(C)C[C@@H]2Oc3ccc(NS(=O)(=O)c4ccc(Cl)cc4)cc3C(=O)N([C@H](C)CO)C[C@H]2C)cc1	3	1	-18	4	-73	10	33
CC(C)NC(=O)N(C)C[C@@H]1Oc2c(NC(=O)C3CCCCC3)cccc2C(=O)N([C@@H](C)CO)C[C@H]1C	-3	x	x	8	-17	-3	-1
CC1(C2CC2)NC(=O)N(CC(=O)N2CCN(c3ccccc3)CC2)C1=O (stereo not drawn)	1	0	9	-4	14	-4	4
COc1ccc(C(=O)NC(C)CCc2ccccc2)cc1[N+](=O)[O-] (stereo not drawn)	-2	-3	-10	-3	-5	-5	-20
